XiGFP reactiv: activators of inactive X chromosome reactivation, primary screen, imaging, XiGFP fibroblasts, GFP high-content imaging, set 2; XiGFP mouse fibroblasts, % GFP-positive cells imaging, 3 d; cells co-treated with 5-aza-dC sensitizer; scaled so ellipticine positive control = 100%; activation, % at 7.58 µM; 360,000 compounds, 0.055% hits; AID 743238, 2013;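 active = mean normalized replicate activation at least 10% and every replicate at or above 10%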;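 also: 0% = median of on-plate neutral control wells and 100% = ellipticine 6 µM median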
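System: SV40-immortalized XiGFP fibroblast cells, line 68-5-11 / Incubation: 3-day compound exposure, then 15 min fixation at room temperature / Compound: single concentration per compound, delivered by pin transfer / Buffer or medium: DMEM plus 5-aza-dC sensitizer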
GSIS activator: GLuc luminescence reporter in INS-1E cells, primary screen for activators of glucose-dependent secretion of insulin; AID 743287, 2014; INS-1E GLuc reporter insulin secretion, 2-3 h; 370,000 compounds, 0.61% hits; activation, % at 16.6 µM;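 active = lowest replicate activation of at least 40%, so every replicate reaches that level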;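 also: 0% = median of neutral control wells and 100% = median of IBMX positive control wells; some compounds called inactive have numbers as strong as hits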
RAD54 inh: inhibitors of human RAD54 branch migration, primary screen, biochemical, fluorescence, single point; AID 602329, 2012; 360,000 compounds, 0.14% hits; RAD54 Holliday junction branch migration, FAM/BHQ fluorescence; inhibition, % at 10.4 µM;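 active = mean normalized replicate activity at least 40 and at least half of replicates scoring 40 or more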;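 also: 0% = median of neutral control wells and 100% = median of positive control wells; inhibitors cause a drop in the FAM fluorescence signal; in these data hits start at about 50%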
esBAF inh: Bmi1 luciferase reporter increase in mESCs, primary screen, esBAF inhibitor project, mouse ES cells, Bmi1 luciferase knock-in, single point; reporter increase, % at 12.5 µM; 24 h; 100% = twice the neutral-well signal; AID 602393, 2012; 350,000 compounds, 2% hits; in the data active = activation above about 40%;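 also: 0% = median of the plate's neutral control wells and 100% = double that signal; a rise in the Bmi1 reporter signal indicates esBAF inhibition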
ERAP1 HTS inh: human ERAP1 aminopeptidase inhibitors, primary screen, biochemical, single point, plate reader | recombinant ERAP1, Leu-AMC fluorescence, 60 min | 340,000 compounds, 0.15% hits | inhibition, % at 10.7 µM;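 active = mean replicate inhibition of at least 30%, or all replicates individually reaching that 30% level; inactive = mean below 30% and not every replicate reaching it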;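 also: 0% = neutral control wells and 100% = L-leucinethiol positive control wells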
F508del corr: F508del CFTR correction, initial screen, CFBE line, single point. CFBE cells, YFP halide quenching; stimulated with forskolin plus potentiator P3; % fluorescence drop versus neutral controls. activity (quench increase), % at 7.58 µM. 350,000 compounds, 0.36% hits. AID 720511, 2013;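 active = mean added fluorescence quench of at least 8% versus neutral control, with both replicates also reaching 8%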;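 also: cells transiently co-express mutant CFTR-F508del with the halide-sensitive YFP; corrector assay measuring rescue of mutant channel to the surface after 24 h compound exposure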
ARNT TACC3 PPI: disruptors of ARNT/TACC3 protein interaction, primary screen, biochemical, AlphaScreen, single concentration; Transforming acidic coiled-coil-containing protein 3 (Homo sapiens), Q9Y6A5; AlphaScreen His-ARNT PAS-B/GST-TACC3 binding, luminescence; TACC3 fragment carries E629A point mutation; inhibition, % at 9.99 µM; 390,000 compounds, 0.66% hits; AID 623870, 2012;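 active = mean inhibition of replicates at least 50% and at least half of replicates each reaching 50%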;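 also: 0% = complete ARNT plus TACC3 wells and 100% = ARNT alone without TACC3; many hits fall short of the cut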
RAD52 anneal inh: RAD52 DNA annealing inhibitors, primary screen, biochemical, FRET, single point, set 2 | DNA repair protein RAD52 homolog (Homo sapiens), P43351 | recombinant RAD52 DNA annealing, FRET fluorescence | inhibition, % at 18.7 µM | 360,000 compounds, 0.46% hits | AID 651710, 2012;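 active = every replicate showing at least 50% inhibition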
Target sequence (P43351 whole entry, looked up): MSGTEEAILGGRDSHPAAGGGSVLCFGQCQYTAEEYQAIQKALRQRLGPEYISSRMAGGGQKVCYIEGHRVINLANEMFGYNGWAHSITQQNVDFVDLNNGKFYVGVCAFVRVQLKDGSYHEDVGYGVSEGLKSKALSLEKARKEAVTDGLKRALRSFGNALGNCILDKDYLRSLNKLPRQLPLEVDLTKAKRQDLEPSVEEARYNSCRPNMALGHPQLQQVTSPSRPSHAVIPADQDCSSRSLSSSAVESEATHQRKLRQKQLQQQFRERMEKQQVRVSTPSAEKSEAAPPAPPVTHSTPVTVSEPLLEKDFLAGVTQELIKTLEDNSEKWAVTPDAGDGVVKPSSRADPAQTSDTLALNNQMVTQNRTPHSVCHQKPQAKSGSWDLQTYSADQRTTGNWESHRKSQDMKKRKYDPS
* hit, by the source's call; · = not tested or not shown.

SMILES	XiGFP reactiv	GSIS activator	RAD54 inh	esBAF inh	ERAP1 HTS inh	F508del corr	ARNT TACC3 PPI	RAD52 anneal inh
O=C(N[C@@H]1CC[C@@H](CC(=O)N2CCc3ccccc3C2)O[C@H]1CO)C1CC1	0.6	21	-9	2	0	-0.4	-12	-9
O=S(=O)(Cc1ccccc1)N1CCCCN2[C@H](CO)[C@H](c3ccc(-c4cccnc4)cc3)[C@H]2C1	0.2	-9	3	-8	0	1.5	15	17
O=C1Cc2cc(S(=O)(=O)N3CCN(c4ccc(O)cc4)CC3)ccc2N1	0.1	24	-16	-15	2	2.0	·	-7
C[C@H](CO)N1C[C@H](C)[C@@H](CN(C)C(=O)[C@H](C)c2ccccc2)OCc2ccccc2-c2c(n(C)c3ccccc23)C1=O	0.1	-21	·	·	2	0.0	·	7
O=C(O)C1CCCN(S(=O)(=O)c2ccc(Br)s2)C1 (stereo not given)	0.0	5	-2	-11	1	-0.6	-7	-21
Cc1ccc(S(=O)(=O)NCCC(=O)NC2CC2)cc1	0.0	3	-1	1	1	0.4	-2	-7
CON=C(C(=O)NC1C(=O)N2C(C(=O)O)=C(CSc3nc(=O)c(=O)[nH]n3C)CSC12)c1csc(N)n1 (stereo not given)	0.1	-8	8	3	1	0.4	12	-55
COc1ccc(S(=O)(=O)N(C)C[C@H]2OCCCC[C@H](C)Oc3ccc(NS(=O)(=O)c4ccc(C)cc4)cc3C(=O)N([C@@H](C)CO)C[C@H]2C)cc1	0.1	9	6	2	1	-1.3	-5	-10
CCn1nc2cc(C(=O)NCC34CC5CC(CC(C5)C3)C4)ccc2c1OC	0.8	-11	-4	-1	-3	0.3	-5	-12
C=CC(C)Sc1nc2c(c(=O)n(C)c(=O)n2C)n1Cc1ccccc1Cl (stereo not given)	0.0	·	-14	14	4	1.5	-4	-11
COC(=O)C[C@H]1C[C@@H]2c3cc(NC(=O)C4CCOCC4)ccc3O[C@@H]2[C@H](CO)O1	0.2	5	10	2	-2	0.9	3	7
COC(=O)[C@]1(C)N[C@H](c2ccc(-c3ccc(Cl)c(Cl)c3)cc2)[C@@H]2C(=O)N(C)C(=O)[C@@H]21	0.2	-13	-8	-2	0	2.7	1	-64
CC(=O)COc1c(-c2ccco2)oc2ccccc2c1=O	0.0	31	2	-5	0	-4.0	-4	-7
COc1ccc(-c2cc(NC(C)=O)c3ncc(-c4ccc(OC)c(OC)c4)n3c2)c(OC)c1	0.0	27	-7	-3	1	1.7	·	10
O=C(Nc1cccc(Cl)c1)N[C@H]1CC[C@@H](CCNC(=O)C2CCCC2)O[C@H]1CO	0.3	-8	-22	0	1	-0.4	-6	-2
O=C(Cc1ccccc1)N1C[C@@H]2[C@H](c3ccccc31)[C@@H](CO)N2C(=O)Nc1ccc(F)cc1	0.0	-1	3	-3	-1	2.8	6	1
S=c1[nH]nc(-c2cccc(Cl)c2)n1CCN1CCCCC1	-0.1	2	7	4	·	·	2	·
Cc1cc(Cl)ccc1N(CC(=O)N(C)Cc1ccccc1)S(C)(=O)=O	0.5	-9	4	-4	24	0.1	·	-27
COc1ccc(CN2C(=O)c3ccc(C(=O)O)cc3C2=O)cc1	0.0	1	6	-4	-1	-0.5	-1	1
CC(C)C#Cc1ccc([C@@H]2[C@H](C#N)N(C(=O)C3CC3)[C@H]2CO)cc1	0.7	-3	-11	0	4	2.2	-16	0
COc1ccc(CN2CCNC(=O)C2CC(=O)N(C)Cc2ccno2)c(F)c1 (stereo not given)	0.0	2	-3	-3	4	4.4	15	-14
COc1ccc(CN2C(=O)C(CC(C)C)Nc3ncnc(N4CCOCC4)c32)cc1 (stereo not given)	0.0	3	-18	0	2	1.1	-9	-12
CC(=O)NC(NC(=S)Nc1ccccc1Br)C(Cl)(Cl)Cl (stereo not given)	0.7	-4	·	·	-1	-1.0	-11	-9
CC(=O)c1ccc(S(=O)(=O)N2CCC(C(=O)Nc3ncc(C)s3)CC2)cc1	0.4	9	-1	-2	2	4.1	-4	-7
CCOC(=O)N1CCN(CC(=O)Nc2cccc(Br)c2)CC1	·	-18	-10	-5	2	·	-2	-4

Another view of part of the listing above:
compound: CCn1nc2cc(C(=O)NCC34CC5CC(CC(C5)C3)C4)ccc2c1OC
  XiGFP reactiv: 0.8	GSIS activator: -11	RAD54 inh: -4	esBAF inh: -1	ERAP1 HTS inh: -3	F508del corr: 0.3	ARNT TACC3 PPI: -5	RAD52 anneal inh: -12
compound: O=S(=O)(Cc1ccccc1)N1CCCCN2[C@H](CO)[C@H](c3ccc(-c4cccnc4)cc3)[C@H]2C1
  XiGFP reactiv: 0.2	GSIS activator: -9	RAD54 inh: 3	esBAF inh: -8	ERAP1 HTS inh: 0	F508del corr: 1.5	ARNT TACC3 PPI: 15	RAD52 anneal inh: 17

Next section.
SMILES	XiGFP reactiv	GSIS activator	RAD54 inh	esBAF inh	ERAP1 HTS inh	F508del corr	ARNT TACC3 PPI	RAD52 anneal inh
O=C(C[C@H]1C[C@@H]2c3cc(NC(=O)c4cccnc4)ccc3O[C@@H]2[C@H](CO)O1)NCc1cccnc1	0.2	2	5	0	4	-2.9	-2	-6
O=C(Nc1ccc(Br)cn1)C1CCN(S(=O)(=O)c2cccs2)CC1	-0.2	-20	·	5	-1	0.7	-3	-14
Cc1ccccc1OCC(=O)OCC(=O)NCc1ccccc1	0.0	28	0	-7	-1	-0.7	14	0
Cc1cc(N(C)C)c(C#N)c(NCc2ccccc2)n1	·	10	-8	-6	·	·	14	·
CC1(C(=O)Nc2cccc(OC(F)(F)F)c2)Cc2c(-c3cccc(C(N)=O)c3)ccnc2O1 (stereo not given)	0.1	-4	4	-4	0	-0.1	·	-4
CC(Nc1ccccc1)c1cc(Cl)ccc1O (stereo not given)	·	-30	17	4	·	·	-4	·
COc1ccc(CN(C)C[C@H]2Oc3ccc(NC(=O)Nc4ccccc4)cc3CC(=O)N([C@@H](C)CO)C[C@@H]2C)cc1	-0.2	-9	8	0	-3	1.2	2	-8
C[C@@H]1CN([C@@H](C)CO)C(=O)c2cc(C#CCc3ccccc3)cnc2O[C@H]1CN(C)Cc1ccccn1	0.0	-8	-3	0	-1	-3.1	7	26
CCOC(=O)C1=CCC(c2ccc(Cl)cc2)N(S(=O)(=O)c2ccc(C)cc2)C1 (stereo not given)	0.0	15	-4	-3	-7	1.2	·	-16
CCCCCCCCCCCCCCCC[N+](C)(C)CC	0.1	298*	51*	-39	77*	0.5	0	81*
O=C(N/N=C/c1ccc([N+](=O)[O-])s1)c1ccccc1	0.0	-4	4	-71	-4	0.9	-3	-40
COc1cc(/C=C/C(=O)OCC(=O)Nc2c(C)n(C)n(-c3ccccc3)c2=O)cc(OC)c1OC	0.0	7	-4	3	0	1.3	18	-16
O=C(CNC(=O)c1cccs1)NCC(=O)OCc1ccc(Cl)cc1Cl	·	-4	7	-5	0	·	-6	-5
CSc1cccc(N2CC(C(=O)Nc3ccccc3N3CCCC3)CC2=O)c1 (stereo not given)	0.0	-3	-9	9	1	3.4	-3	-4
CO[C@H]1CN(C)C(=O)c2cc(NC(=O)NC(C)C)ccc2OC[C@@H](C)N(C(=O)NC(C)C)C[C@H]1C	0.3	5	-2	-2	1	·	-6	1
Cc1nn(CCOc2ccc(Br)cc2)c(C)c1[N+](=O)[O-]	0.2	5	5	-3	-1	0.5	-6	1
Cc1noc(C)c1NC(=O)Nc1cccc2c1O[C@@H](CN(C)S(=O)(=O)c1cn(C)cn1)[C@H](C)CN([C@H](C)CO)C2=O	0.0	9	6	-1	2	-3.2	10	-2
CC(C)NC(=O)Nc1ccc2c(c1)C(=O)N([C@@H](C)CO)C[C@H](C)[C@@H](CN(C)C(=O)C1CCCCC1)OCCCC[C@@H](C)O2	0.1	-6	2	2	1	0.0	1	-13
COC(=O)c1ccc(NC(=O)c2c(Br)cnn2C)cc1	0.0	-6	3	1	4	1.9	10	3
Cc1nn(C2CCS(=O)(=O)C2)c(C)c1C=O (stereo not given)	-0.1	-1	0	-1	-1	-3.5	-4	-5
COC(=O)C[C@H]1C[C@H]2c3cc(NS(=O)(=O)c4cccc(OC)c4)ccc3O[C@H]2[C@H](CO)O1	0.0	6	1	2	1	0.3	-12	-14
CCNS(=O)(=O)c1ccc(CCC(=O)N2CCN(c3cc(Cl)ccc3C)CC2)cc1	0.2	-34	3	1	-4	0.1	16	-2
Cc1nc(C)n(CCNS(=O)(=O)c2ccc(C)c(C)c2)n1	0.2	20	1	-7	-5	-2.6	-5	6
CCOC(=O)N1CCN(c2cc(N)c([N+](=O)[O-])cc2F)CC1	·	-6	2	-11	4	-1.3	-5	3
O=C1Cc2ccccc2C(=O)N1OCc1ccc(Cl)cc1Cl	0.0	-1	·	1	-3	1.4	-6	-33

Limited to F508del corr and esBAF inh, for some of the entries so far:
Molecule	F508del corr	esBAF inh
COc1ccc(CN(C)C[C@H]2Oc3ccc(NC(=O)Nc4ccccc4)cc3CC(=O)N([C@@H](C)CO)C[C@@H]2C)cc1	1.2	0
CC(C)NC(=O)Nc1ccc2c(c1)C(=O)N([C@@H](C)CO)C[C@H](C)[C@@H](CN(C)C(=O)C1CCCCC1)OCCCC[C@@H](C)O2	0.0	2

Other compounds.
SMILES	XiGFP reactiv	GSIS activator	RAD54 inh	esBAF inh	ERAP1 HTS inh	F508del corr	ARNT TACC3 PPI	RAD52 anneal inh
O=C(NCc1cccnc1)c1ccc(COc2ccc(Cl)cc2Cl)o1	0.0	3	·	·	-1	1.0	-3	2
COC(=O)C1C(c2ccc(OC)cc2)C(C(=O)OC)S(=O)(=O)C(CCN2CCCCC2)S1(=O)=O (stereo not given)	0.1	-1	·	·	3	1.3	·	-10
Cc1ccccc1NC(=O)c1ccc(S(=O)(=O)C(F)F)cc1	0.3	7	·	20	4	·	-5	1
COc1ccccc1C1=CC(=O)C[C@H](c2ccc3c(c2)OCO3)C1	0.0	9	-1	1	·	-1.2	17	-34
CC1CCCCN1C(=O)NC12CC3CC(CC(C3)C1)C2 (stereo not given)	·	7	-4	3	·	·	2	·
Cc1ccc(C(=O)NN2C(=O)/C(=C/c3cn(C)c4ccccc34)SC2=S)cc1	1.3	5	·	·	0	·	-4	-48
OCCC1CN(Cc2cc3c(cc2Cl)OCO3)CCN1C1CCCC1 (stereo not given)	0.2	7	·	-9	-3	1.8	23	-7
CC(C)c1ccccc1NC(=S)N1CCN(Cc2ccc3c(c2)OCO3)CC1	0.2	-16	·	·	3	-4.3	12	0
CN1/C(=C\C=C(/C#N)C(=O)Nc2ccccc2F)C(C)(C)c2ccccc21	0.1	46	·	8	·	·	3	·
O=C(Nc1ccc(OCC(=O)N2CCOCC2)cc1)c1cc(F)c(F)cc1Cl	0.1	8	3	6	-4	-5.2	-34	-4
CO[C@@H]1CN(C)C(=O)c2ccc(NS(C)(=O)=O)cc2OC[C@H](C)N(Cc2cccnc2)C[C@@H]1C	0.1	5	-1	0	2	2.1	-1	-5
O=C(c1ccc(N2C(=O)C3C4CC(C(Br)C4Br)C3C2=O)cc1)N1CCCCC1 (stereo not given)	-0.1	0	-8	-7	2	-2.3	-6	-6
C[C@H]1CCCCO[C@H](CN(C)Cc2ccc(C(=O)O)cc2)[C@@H](C)CN([C@@H](C)CO)C(=O)c2cc(NC(=O)c3ccccc3)ccc2O1	0.1	14	4	3	2	-1.5	-5	-12

Bioassay records (PubChem)
